Assay outcomes from PubChem.
Pin1 inhibitor = blocks the human prolyl isomerase Pin1; Q13526; Pin1 FP peptide displacement, HiFluor488, 10 min; Potency, µM (top dose mostly 115 µM), without a hit: top-dose activity, negative = inhibition, most hits filed as inhibitors; 390,000 compounds, 0.009% hits; AID 504891; active = well fitted inhibition curve with a large enough effect in the polarisation, with a control signal flat, not every such curve was filed as active; inconclusive = small, poorly fitted or top-dose-only effect, or effect the other way, or a change in a side signal; inactive = no such curve, though single readings can be large or run the other way; the % refers to the polarisation; note: % is set by controls: 0 for no effect and ±100 for the full control effect
Target sequence (Q13526 whole entry, looked up): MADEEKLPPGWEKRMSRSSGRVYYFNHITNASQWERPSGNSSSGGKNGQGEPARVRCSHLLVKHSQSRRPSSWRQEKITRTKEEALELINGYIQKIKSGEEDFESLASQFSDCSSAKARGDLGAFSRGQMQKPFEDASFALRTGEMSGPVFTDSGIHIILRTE
JMJD2A Tudor = JMJD2A Tudor domain (human) inhibition | O75164 | AlphaScreen JMJD2A-Tudor / H3K4me3 peptide binding | Potency, µM (titrated, usually from 114 µM), for inactives: at the highest dose activity change, negative = inhibition, hits mostly inhibitors | 390,000 compounds, 4.4% hits | AID 504339; note: % is set by controls: 0 for no effect and ±100 for the full control effect; nearly all actives have a fitted effect of over 50% in size
Pol iota inh = inhibitors of human DNA polymerase iota | Q9UNA4 | Pol iota fluorescent replication assay, 10 min | Potency, µM (top dose mostly 115 µM), inactives show at the highest dose activity, negative = inhibition, most hits filed as inhibitors | 390,000 compounds, 1% hits
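Fluorescent replication assay read twice, at 0 min and 10 min after adding 50 nM (final) substrate. Enzyme (10 nM) and compounds were first incubated 15 min at room temperature; enzyme-free buffer wells were negative controls.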
G9a block = G9a (human) methyltransferase inhibition | G9a H3K9 monomethylation, AlphaScreen, 2 h | Potency, µM (top dose mostly 102 µM), without a hit: at the top dose activity, negative = inhibition, most hits filed as inhibitors | 350,000 compounds, 8.8% hits | AID 504332; note: % is set by controls: 0 for no effect and ±100 for the full control effect; nearly all actives have a fitted effect of over 75% in size
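Methyltransferase reactions run at room temperature for 2 h (20 nM enzyme, 500 nM biotin-H3K9 peptide, 20 uM SAM) after a 15 min compound preincubation; product detected by AlphaScreen beads and anti-H3K9me1 antibody.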
BAZ2B block = inhibitors of human BAZ2B bromodomain. Potency, µM (titrated, usually from 114 µM), inactives show at the highest dose activity change, negative = inhibition, hits mostly inhibitors. Q9UIF8. 360,000 compounds, 4.4% hits. AlphaScreen BAZ2B-H3K14Ac peptide displacement; note: % is set by controls: 0 for no effect and ±100 for the full control effect; nearly all actives have a fitted effect of over 60% in size
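Inhibition is scored as reduced AlphaScreen emission. The BAZ2B/b-H3(5-23)K14Ac complex (50 nM each) in PBS pH 7.4, 0.01% Tween-20 meets compound (up to 110 uM) for 30 min at RT before bead addition.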
PGK inhibitor = blocks T. brucei phosphoglycerate kinase. P07378. PGK/GAPDH coupled, Kinase-Glo luminescence, 60 min. Potency, µM (titrated, usually from 57.5 µM), inactives show at the highest dose activity change, negative = inhibition, most hits filed as inhibitors. 380,000 compounds, 0.043% hits; note: % is set by controls: 0 for no effect and ±100 for the full control effect; nearly all actives have a fitted effect of over 60% in size
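Luminescent ATP detection (Kinase-Glo Plus) follows a 60-minute room-temperature incubation, with wells lacking PGK as controls. Buffer: 100 mM TEA (pH 7.6), 5 mM MgCl2, 0.01% Tween-20. Coupling enzyme GAPDH (100 nM final) supplies unstable 1,3-BPG in-well.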
GLS inh = inhibitors of human glutaminase (GLS); GLS enzymatic activity, qHTS titration; Potency, µM (titrated, usually from 45.5 µM), for inactives: at the highest dose activity change, negative = inhibition, usual class: inhibitors; 410,000 compounds, 0.21% hits; AID 624170; note: % is set by controls: 0 for no effect and ±100 for the full control effect
Target sequence (O94925 whole entry, looked up): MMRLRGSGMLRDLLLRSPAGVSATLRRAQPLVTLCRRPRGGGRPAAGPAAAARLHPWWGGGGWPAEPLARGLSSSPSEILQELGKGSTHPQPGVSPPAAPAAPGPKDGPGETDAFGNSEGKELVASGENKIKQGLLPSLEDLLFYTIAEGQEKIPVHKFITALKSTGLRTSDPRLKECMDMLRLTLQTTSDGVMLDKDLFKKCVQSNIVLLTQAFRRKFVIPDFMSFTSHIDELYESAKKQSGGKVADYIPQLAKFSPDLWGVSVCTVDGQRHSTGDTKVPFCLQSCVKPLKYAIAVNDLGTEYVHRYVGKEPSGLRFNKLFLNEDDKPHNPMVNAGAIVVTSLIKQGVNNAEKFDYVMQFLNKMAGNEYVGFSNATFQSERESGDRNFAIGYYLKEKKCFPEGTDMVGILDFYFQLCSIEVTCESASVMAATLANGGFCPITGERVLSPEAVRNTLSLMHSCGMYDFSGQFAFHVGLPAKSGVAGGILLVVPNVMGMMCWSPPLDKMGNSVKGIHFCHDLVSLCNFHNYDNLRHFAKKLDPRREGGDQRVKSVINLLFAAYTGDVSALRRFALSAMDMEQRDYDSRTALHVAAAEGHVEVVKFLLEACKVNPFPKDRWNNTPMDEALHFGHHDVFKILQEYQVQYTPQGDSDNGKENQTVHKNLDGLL
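Read-out is an Amplex red fluorescence increase coupled through glutamate oxidase and HRP, measured before and after 30 min room-temperature incubation. hKGA is in 45 mM KH2PO4 (pH 8.2) with 0.02% Tween-20; glutamine added as 1mM solution.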
HP1b chromo inh = inhibitors of HP1-beta chromodomain binding to methylated histone tails; P83916; AlphaScreen HP1-beta / biotin-H3K9me3 peptide binding; Potency, µM (highest dose often 114 µM), for the others: top-dose activity change, negative = inhibition, actives largely listed as inhibitors; 390,000 compounds, 0.56% hits; note: nearly all actives have a fitted effect of over 70% in size; inactives centre near 23
Target sequence (P83916 whole entry, looked up): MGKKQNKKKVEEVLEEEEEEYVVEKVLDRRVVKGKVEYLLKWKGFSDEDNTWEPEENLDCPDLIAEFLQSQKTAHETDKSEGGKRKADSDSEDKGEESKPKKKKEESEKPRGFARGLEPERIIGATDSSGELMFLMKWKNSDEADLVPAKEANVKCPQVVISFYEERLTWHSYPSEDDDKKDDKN
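AlphaScreen: HP1-beta (50 nM) preformed 30 min with biotin-H3(1-18)K9me3 peptide (50 nM) in PBS pH 7.4, 0.01% Tween-20. Compound added for 30 min at RT, then streptavidin donor/nickel chelate acceptor beads (10 ug/mL) for 30 min.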
BLM inh = inhibitors of human Bloom syndrome helicase BLM; recombinant BLM DNA unwinding, fluorescence dequenching; Potency, µM (doses to about 56.1 µM), without a hit: top-dose activity change, negative = inhibition, actives largely listed as inhibitors; 350,000 compounds, 0.2% hits;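 note: plate controls were vehicle for no effect and no enzyme for full effect; nearly all actives have a fitted effect of over 35% in size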
An asterisk follows results filed as active; i = inactive; u = inconclusive; x = not tested or not shown; & = joins results of further samples; [ ] = remark or other dose. Unless noted, calls come from the whole dose curve; as a rule, active = well fitted curve in the direction sought with a large enough effect; inconclusive = small, poorly fitted or top-dose-only effect, or another doubt; inactive = no such curve, though single readings can be large; an effect the other way counts as inactive or inconclusive. Potency is the fitted concentration of half-maximal effect. Some of the compounds tested (hit frequency here may not be typical).

SMILES	Pin1 inhibitor	JMJD2A Tudor	Pol iota inh	G9a block	BAZ2B block	PGK inhibitor	GLS inh	HP1b chromo inh	BLM inh
CCn1c(SCC(=O)N/N=C\c2ccccc2OCC(=O)O)nnc1-c1ccc(Cl)cc1	-12%	1%	-7%	u	-9%	-7%	0%	33%	-6%
CCN(C(=O)C(C)Sc1nnc(-c2ccncc2)n1C)C1CCCCC1 (stereo unspecified)	3%	2%	10%	x	x	i	-4%	16%	x
Cc1c(Cl)cccc1NC(=O)C(C)N(c1ccccc1)S(C)(=O)=O (stereo unspecified)	-4%	-18%	2%	-28%[59 µM]	6%	0%	-11%	11%	-1%
O=C(NS(=O)(=O)Oc1ccc(F)c(Cl)c1)OC[C@@H]1CCCN2CCCCC12 (stereo partly specified)	-14%	-15%	34%[activator]	-39%	x	-6%	6%	37%	2%
COc1cc2c(cc1OC)-c1cc(Nc3ccccc3Br)nc(=O)n1CC2	-1%	-15%	u	u	-10%	-1%	-8%	20%	-11%
Oc1ccccc1/C=N/n1c(-c2ccccc2)n[nH]c1=S	0%	25µM*	149%[activator]	1.6µM*	u	-1%	-12%	-17%	-5%
C(=N\Nc1nn[nH]n1)/c1ccccc1	-1%	89µM*	11%	35µM*	u	x	2%	27%	2%
CCN(CC)C(=O)Cn1ncc2c([nH]c3ccc(C)cc32)c1=O	-14%	-12%	27%	1%[59 µM]	12%[57.1 µM]	-7%	0%	14%	-11%
COc1ccc(CCNC(=O)Cn2c(=O)c3sccc3n(CC(=O)Nc3cccc(C(F)(F)F)c3)c2=O)cc1OC	17%	-8%	-9%	-28%[59 µM]	-1%	-5%	-6%	19%	-11%
O=C(c1cc(-c2ccccn2)nc2ccccc12)N1CCN(c2ncccn2)CC1	2%	-25%	-8%	0%	-13%	-2%	-13%	33%	-1%
CCN(CC)C(=O)c1sc2c(c1C)c(=O)n(-c1ccc(C)c(C)c1)c(=O)n2CC(=O)Nc1ccc(F)cc1	5%	-26%	16%	4%[59 µM]	-8%	-1%	-16%	23%	-12%
CCOC(=O)C1=C(C)NC(=S)NC1c1cc(C)sc1C (stereo unspecified)	2%	-25%	-12%	u	-4%	-2%	14%	17%[57 µM]	8%
COc1ccc(-c2noc(COc3ccc(C)cc3C)n2)cc1OC	0%	48%[activator]	14%	31%[59 µM]	47%[activator]	-6%	2%	65%[activator]	-6%
O=c1c2c(nc3c(-c4ccccc4)c[nH]n13)CCCC2	1%	0%	-11%	7%[12.7 µM]	1%	-3%	23%	28%	-2%
Cc1ccsc1CN(C)C(=O)CN1C(=O)NC2(CCCCC2C)C1=O (stereo unspecified)	2%	0%	33%	u	13%	5%	-5%	44%[activator]	x
O=C(Nc1ccc(C(F)(F)F)cc1)c1ccc2ncsc2c1	-7%	-1%	-21%	u	2%	-7%	3%	28%	-6%
Cc1onc(-c2ccccc2)c1C(=O)N1CCCSC1=Nc1ccccc1	7%&2%	-1%&5%	-2%&-9%	3%[12.7 µM]	-3%	-2%&-11%	-21%&-18%	9%&60%	-1%
Cc1ccc(OCCC(=O)OCc2csc(CC(=O)Nc3ccccc3C)n2)cc1	18%	-12%	29%	71%[activator]	-1%	i	-6%	34%	-2%
COc1cc(C2Nc3cc(Cl)c(S(N)(=O)=O)cc3S(=O)(=O)N2)ccc1OCc1ccccc1 (stereo unspecified)	9%	-5%[11.4 µM]	u	-43%[59 µM]	-35%	-7%	41%[activator]	u	-22%
COc1cc2oc3cc(C#Cc4ccc(N)cc4)ccc3c(=O)c2cc1OC	u	-3%	-23%	x	x	-1%	-1%	85%[activator]	x
Cc1nc2ccc(S(=O)(=O)N3CCCCC3)cc2s1	-6%	-1%	0%	16%	1%	1%	-2%	2%	-10%
CN(CC(=O)Nc1ccc(F)cc1)C(=O)c1cc2c(s1)CCCCC2	-4%	-6%	31%[activator]	4%	3%	-4%	4%	23%	x
Cc1cccc(C2=NN(c3ccc(Br)cc3)[C@@H](C(=O)N3CCOC3=O)[C@@H]2c2ccc(Cl)cc2)c1	u	38%[activator]	26%	130%[activator][59 µM]	x	2%	-1%	133%[activator]	-16%
Cc1ccc(Cl)cc1NC(=O)Cn1c(=O)n(CCC(=O)N2CCc3ccccc3C2)c(=O)c2ccccc21	28%	-31%	5%	29%[59 µM]	0%	0%	0%	50%[activator]	-3%
CCCCOC(=O)CCNc1n[nH]c(=O)[nH]c1=O	0%	4%	17%	13%[59 µM]	-1%	-6%	-7%	49%[activator]	-2%
CC1CC1C(=O)OCC(=O)NC(=O)c1ccccc1 (stereo unspecified)	5%	-6%	47%[activator]	-7%[0.501 µM]	4%	-10%	3%	16%	x
CN(C(=O)COC(=O)c1ccc(NS(=O)(=O)c2cccs2)cc1)C1CCCCC1	2%	-24%	-13%	2%	-6%	x	2%	14%	1%
CCC1Oc2ccc(C)cc2N(CC(=O)NCC2CCCO2)C1=O (stereo unspecified)	-2%	2%	30%	39%[activator]	30%	-7%	-1%	14%	-3%
COc1ccc(NC(=O)COC(=O)c2cc([N+](=O)[O-])ccc2N2CCOCC2)cc1	-3%	-22%	6%	14%	-28%	i	-10%	3%	-10%
C=CCNC(=S)N1CCOCC1	3%	-15%	153%[activator]	x	-1%	5%	3%	26%	2%
CCCNC(=O)CCCCn1c(=S)[nH]c2c([nH]c3ccc(OC)cc32)c1=O	31%[activator]	u	-7%	15%	-6%	-5%	17%	u	-8%
COc1ccccc1CN1CC(C(=O)NCCn2ccc(C)n2)CCC1=O (stereo unspecified)	9%	-1%	17%	6%	2%	-1%	0%	27%	-2%
COC(=O)COc1ccc(-c2ccccc2)cc1C=O	u	13%	27%	5%[59 µM]	5%	-10%	-15%	23%[57 µM]	-6%
CC(C)CC(=O)Nc1nnc(SCC(=O)NC2CCCCC2)s1	-5%	0%	25%	x	0%	3%	-3%	34%	-2%
CC(C)=CC(=O)N1CCC(n2nccc2NC(=O)CCc2ccccc2)CC1	-10%	-6%	u	u	-2%	-10%	-6%	32%	-1%
CC1CC(c2ccccc2)n2nc(NC(=O)c3cccs3)nc2N1 (stereo unspecified)	-12%	u	2%	-8%[12.7 µM]	79µM*	-4%	0%	24%	0%
Cc1cccc(C(=O)Nc2ccc(C(=O)/C=C/c3ccncc3)cc2)c1	5%	-24%	u	u	-5%	2%	7%	17%	-14%
Cc1cnc(CNC(=O)c2ccc3oc(Cc4ccccc4)nc3c2)[nH]1	-20%	u	9%	x	u	-1%	4%	18%	-10%
O=C(OCc1cc(=O)n2nc(C3CC3)sc2n1)c1ccc(NC(=O)c2ccccc2F)cc1	u	3%	-9%	-42%[59 µM]	-11%	i	10%	25%	-5%
Cc1cc(C)c(C(=O)CSc2nc(C)cc(=O)[nH]2)c(C)c1	-8%	-14%	2%	32µM*	u	-8%	u	19%	-1%
CNC(=O)c1c(NC(=O)CCS(=O)(=O)c2ccc(C)cc2)sc2c1CCN(C(=O)OC)C2	15%	-9%	-6%	50µM*	-4%	-10%	13%	15%	x
CS(=O)(=O)N(CC(=O)Nc1cc(Cl)ccc1Cl)c1ccccc1	1%	-9%	14%	-1%[59 µM]	4%	-6%	u	20%	-5%
CC(O)C1C(=O)OC2(C)CC(C)(C)NC(=S)N12 (stereo unspecified)	-1%	-16%	17%	u	8%	9%	5%	12%	6%
COC(=O)c1ccccc1NC(=S)N(Cc1ccc2c(c1)OCO2)Cc1cc2ccc(C)cc2[nH]c1=O	26%	-13%[57.1 µM]	-11%	-3%[59 µM]	-2%	-1%	-4%	28%	-3%
Cc1nc(SCc2c(F)cccc2Cl)c2c(=O)n(C)c(=O)n(C)c2n1	-1%	-1%	-17%	11%	3%	3%	5%	27%	-1%
CCCCn1c2nc3ccccc3nc2c2c(=N)oc(C)nc21	10%	-3%	11%	u	-3%	5%[11.5 µM]	0%	31%	-1%
CC(C)(C)OC(=O)N1CCC(CC2CC(c3ccc(Cl)cc3)=NO2)(C(=O)NCC2CCCCC2)CC1 (stereo unspecified)	-12%	-12%	17%	3%	u	7%	4%	32%	0%
COc1ccc(CN(CC(=O)NCc2ccco2)C(=O)CCC(=O)Nc2ccccn2)cc1	-8%	0%	-7%	24%[59 µM]	-7%	-6%	-1%	15%	0%
O=C(N/N=C/c1ccccc1OCC(=O)N1CCCC1)C(=O)Nc1ccccc1F	-2%	-10%	206%[activator]	-23%[59 µM]	8%	-19%	4%	11%	3%
CC(C)c1ccc(N(C(=O)c2snc(C(N)=O)c2N)C(C(=O)NCC2CCCO2)c2ccc(N(C)C)cc2)cc1 (stereo unspecified)	7%	18µM*	117%[activator]	13µM*	22µM*	4%	-6%	u	-8%
COc1ccc2c(-c3ccccc3)cc3nnnn3c2c1	4%	-18%	u	23%	-2%	-7%[11.5 µM]	-1%	10%	-1%
O=C(COC(=O)Cc1cccs1)Nc1ccc(F)c(F)c1F	-14%	-3%	6%	14%[59 µM]	12%	7%	12%	30%	-2%
Cc1c(-c2ccccc2)[n+](=O)c(-c2ccco2)c(C)n1[O-]	2%	-18%	-2%	21%[59 µM]	1%	i	1%	46%	-1%
Cc1cc(C(F)(F)F)nc(CCNC(=O)C2CCC(=O)N(Cc3cccc(F)c3)C2)n1 (stereo unspecified)	-1%	-5%	25%	x	-3%	8%	22%	30%	-4%
CC(C)CC1C(C#N)=C(N)OC2=C1C(=O)CC(c1ccccc1)C2 (stereo unspecified)	0%	-7%	-23%	-30%	-22%	-4%	-1%	33%	-11%

3 entries already listed, ordered by their value in BLM inh, smallest number first.
SMILES	Pin1 inhibitor	JMJD2A Tudor	Pol iota inh	G9a block	BAZ2B block	PGK inhibitor	GLS inh	HP1b chromo inh	BLM inh
Cc1c(-c2ccccc2)[n+](=O)c(-c2ccco2)c(C)n1[O-]	2%	-18%	-2%	21%[59 µM]	1%	i	1%	46%	-1%
CC(C)(C)OC(=O)N1CCC(CC2CC(c3ccc(Cl)cc3)=NO2)(C(=O)NCC2CCCCC2)CC1 (stereo unspecified)	-12%	-12%	17%	3%	u	7%	4%	32%	0%
O=C(N/N=C/c1ccccc1OCC(=O)N1CCCC1)C(=O)Nc1ccccc1F	-2%	-10%	206%[activator]	-23%[59 µM]	8%	-19%	4%	11%	3%
